PME-1 Maybridge – inhibitors of human PME-1 in Maybridge library. recombinant PME-1, FP-Rh probe fluorescence polarization. 16,000 tested, 0.5% active. inhibition, % at 9 µM; in the data active = inhibition above about 30%
Target sequence (Q9Y570 whole entry, looked up): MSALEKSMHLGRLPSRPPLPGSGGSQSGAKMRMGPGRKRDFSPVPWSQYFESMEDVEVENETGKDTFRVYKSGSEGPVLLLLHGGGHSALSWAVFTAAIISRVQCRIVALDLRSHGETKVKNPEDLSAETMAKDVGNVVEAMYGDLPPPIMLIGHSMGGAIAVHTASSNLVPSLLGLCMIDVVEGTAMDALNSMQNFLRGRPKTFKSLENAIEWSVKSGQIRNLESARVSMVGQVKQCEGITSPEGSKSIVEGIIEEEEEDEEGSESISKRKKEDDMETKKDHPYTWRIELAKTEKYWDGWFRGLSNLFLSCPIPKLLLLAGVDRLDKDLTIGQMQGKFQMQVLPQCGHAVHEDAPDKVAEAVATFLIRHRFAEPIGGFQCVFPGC
TLR4-MyD88 inh – inhibitors of human TLR4-MyD88 binding; 16,000 tested, 0.06% active; AID 811, 2007; inhibition, % at 10 µM; Cell-based TLR4-MyD88 binding inhibition assay; in the data active = inhibition above about 45%
luminol inh ctr – counter-screen for Nox1 inhibitors: inhibitors of luminol chemiluminescence | HRP/luminol/H2O2 chemiluminescence counterscreen | inhibition, % at 6.7 µM | 16,000 tested, 0.4% active; note: reference of the scale not given here
Nox1 inh – inhibitors of human NADPH oxidase 1 (Nox1) | Q9Y5S8 | HT29 cells, luminol chemiluminescence ROS | inhibition, % at 6.7 µM | 16,000 tested, 0.81% active | AID 1792, 2009
Target sequence (Q9Y5S8 whole entry, looked up): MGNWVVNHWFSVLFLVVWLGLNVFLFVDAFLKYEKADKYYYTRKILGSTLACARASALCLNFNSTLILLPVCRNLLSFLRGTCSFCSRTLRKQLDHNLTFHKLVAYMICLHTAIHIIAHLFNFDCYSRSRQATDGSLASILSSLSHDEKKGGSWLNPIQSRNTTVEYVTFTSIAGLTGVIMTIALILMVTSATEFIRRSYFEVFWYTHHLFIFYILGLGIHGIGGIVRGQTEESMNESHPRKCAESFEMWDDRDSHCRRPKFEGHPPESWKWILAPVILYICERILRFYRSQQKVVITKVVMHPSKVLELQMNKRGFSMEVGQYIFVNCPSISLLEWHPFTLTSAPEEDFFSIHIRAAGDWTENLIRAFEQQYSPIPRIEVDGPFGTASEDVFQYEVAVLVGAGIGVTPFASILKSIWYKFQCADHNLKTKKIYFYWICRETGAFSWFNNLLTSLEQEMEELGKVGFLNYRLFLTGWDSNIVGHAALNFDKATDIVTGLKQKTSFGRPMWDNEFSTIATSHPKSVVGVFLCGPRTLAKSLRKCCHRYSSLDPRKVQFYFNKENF
KOR antag MB – antagonists of human kappa opioid receptor OPRK1, Maybridge library; Kappa-type opioid receptor (Homo sapiens), P41145; OPRK1 cells, antagonist mode, fluorescence readout; inhibition, % at 9 µM; 16,000 tested, 0.4% active; in the data active = inhibition above about 50%
S1P1 ag – activates the human S1P1 receptor; activation, % at 4.5 µM; S1P1 agonist cell-based reporter assay; 16,000 tested, 1.5% active; Sphingosine 1-phosphate receptor 1 (Homo sapiens), P21453; in the data active = activation above about 80%
NOTCH ag – agonists of NOTCH signaling. 15,000 tested, 0.4% active. activation, % at 2.5 µM. NOTCH signaling luciferase reporter cells, luminescence; in the data active = activation above about 2.2%
rat GALR2 ag – agonists of rat galanin receptor 2 (GALR2) | Galanin receptor type 2 (Rattus norvegicus), O08726 | cell-based GALR2 agonist screen | activation, % at 10 µM | 16,000 tested, 0.5% active | AID 833, 2007; in the data active = activation above about 15%
The depositor's hits bear a star; . = no result given. Cut-off read from the data, not from the text of the source, unless noted: active = inhibition above about 75%; inactive = the rest.

SMILES | PME-1 Maybridge | TLR4-MyD88 inh | luminol inh ctr | Nox1 inh | KOR antag MB | S1P1 ag | NOTCH ag | rat GALR2 ag
CCOC(=O)C1=C(O)C(=O)N(Cc2ccco2)C1 | 3 | 1 | 10 | -1 | 14 | 9 | -0.2 | -4
O=C1c2ccccc2C(=O)N1CNc1ccc(N2CCOCC2)cc1 | 5 | -11 | -4 | 98* | -13 | -6 | -0.1 | -6
CCOC(=O)c1cnc2c(C#N)cnn2c1N | -3 | 9 | -1 | -50 | -1 | -14 | -0.1 | -3
O=C(NC(=O)c1ccc(Oc2ccc(Cl)cc2)c([N+](=O)[O-])c1)NN1CCOCC1 | 8 | 9 | -5 | 15 | -3 | 68 | -0.6 | -5
CN1CCOc2cc(S(=O)(=O)N3CCCC3c3ccc(F)cc3)ccc21 (stereo not given) | -1 | 3 | -1 | -60 | 11 | 10 | 0.7 | -4
N#CC(C(=O)c1ccco1)c1nc2ccccc2[nH]1 (stereo not given) | 2 | -10 | -5 | 6 | 15 | -34 | -0.5 | -7
CC(C)Cc1ccc(C(C)C(N)=O)cc1 (stereo not given) | -3 | -2 | 0 | -18 | -4 | -3 | -0.2 | -3
CS(=O)(=O)C/C(N)=N/OC(=O)c1ncc(C(F)(F)F)cc1Cl | 6 | . | -3 | 23 | 40 | 3 | -0.3 | -3
O=[N+]([O-])c1ccccc1SCc1csc2ccccc12 | 3 | -9 | -4 | 14 | -20 | 98* | -0.2 | -6
CC(C)(C)OC(=O)N[C@@H](Cc1ccccc1)C(=O)NNC(=S)NCC1CC1 | -1 | -7 | 17 | -3 | -34 | -24 | -0.5 | -10
Cc1nn(CCS(=O)(=O)c2ccc(Cl)cc2)c(C)c1Br | 0 | 5 | 0 | -32 | 8 | -5 | -0.1 | -5
COc1cc2ncnc(NNC(=O)c3cccs3)c2cc1OC | 18 | -3 | 2 | 86* | 13 | -3 | -0.6 | 2
CC(=O)CSc1ccc(C(F)(F)F)cn1 | 0 | 2 | -1 | 11 | -6 | -9 | -0.5 | -2
Cc1noc(NC(=O)Nc2c(-c3ccccc3Cl)noc2C)c1C | 1 | -11 | 2 | 1 | -16 | -12 | . | -5
O=C(CCC(=O)N1CCCC1)Nc1ccc(F)cc1 | 5 | -9 | -4 | 5 | 15 | -10 | -0.1 | -5
O=S(=O)(Nc1ccc(-n2cccc2)cc1)c1ccc(Cl)c(Cl)c1 | -3 | 5 | 5 | -37 | 4 | -7 | -0.5 | -8
O=c1c2c(-c3ccc([N+](=O)[O-])cc3)onc2n(-c2ccccc2)c(=O)n1-c1ccccc1 | 1 | 4 | 2 | 94* | -17 | 123* | -0.6 | -8
CC1CCC(C2OC3CC4C5CCC6CC(O)CCC6(C)C5=CCC4(C)C3C2C)OC1 (stereo not given) | 2 | -5 | -5 | -4 | 11 | -7 | -0.7 | -7
Cn1cccc1C(=O)/C(C#N)=C/c1cccs1 | 3 | -2 | -3 | -3 | 0 | 0 | 0.1 | -6
Cc1onc(-c2ccccc2)c1CNC(=O)c1cnc2ccccc2n1 | 1 | 8 | 2 | -43 | 0 | -4 | -0.2 | -3
O=C(NCC1COc2ccccc2O1)c1sc2ccccc2c1Cl (stereo not given) | -13 | 0 | -1 | 11 | -13 | -12 | -0.2 | -8
Cc1nn(C)c(C)c1Cc1c(F)cccc1Cl | 1 | 3 | -2 | -8 | 13 | -24 | -0.3 | -3
O=S(=O)(Nc1ccc(F)c(F)c1)c1ccc(Br)cc1 | 1 | . | 4 | -48 | 4 | 6 | 0.3 | -7
CC(C)NC(=O)CSc1nnc(CNC(=O)OC(C)(C)C)n1C | 4 | 7 | 1 | -88 | -2 | -13 | -0.4 | -3
Cc1nc(C(=O)NCc2cc(F)cc3c2OCOC3)sc1-c1ccc2c(c1)CCO2 | 0 | 10 | -1 | -39 | -18 | 5 | -0.1 | -5
O=[N+]([O-])c1cccc(-c2nn[nH]n2)c1 | 1 | 5 | -6 | 23 | 2 | 15 | -0.3 | -2
COC(=O)c1cc(S(=O)(=O)NCc2ccc(S(N)(=O)=O)cc2)oc1C | 2 | -1 | 2 | -34 | 16 | 1 | 0.2 | -4
CN(C)NC(=O)Nc1cc(C(C)(C)C)n(-c2c(Cl)cc(Cl)cc2Cl)n1 | 3 | 9 | 1 | -54 | 6 | 3 | -0.1 | -6
COc1ccc(/C(N)=N/OC(=O)c2ccccc2)cc1OC1CCCC1 | -4 | 3 | -1 | 0 | 15 | 102* | -0.2 | -6
CCOC(=O)c1ccc(Cl)c(N=Cc2ccccc2O)c1 | 2 | -8 | 3 | -35 | 4 | -23 | -0.1 | -1
O=C(O)c1sccc1S(=O)(=O)N1CCN(c2ncc(C(F)(F)F)cc2Cl)CC1 | 3 | -5 | -1 | -10 | 11 | -22 | -0.2 | -5
COc1ccc(NC(=O)C2CC2)cc1OC1CCCC1 | 0 | -8 | -1 | -54 | -11 | -9 | -0.3 | -5
Cc1nc(N)ncc1Sc1ccccc1 | 4 | 0 | 3 | -49 | -2 | -9 | -5.7 | -5
CN(C)C=Nc1nonc1-c1ccc(Cl)cc1 | -2 | 0 | 1 | -69 | -14 | -7 | -0.2 | -6
O=C1CC2(CCCC2)C(=O)N1C1CCN(c2nccc(C(F)(F)F)n2)CC1 | 2 | 3 | -2 | -11 | 12 | -23 | -0.5 | -7
COc1ccc(COCC(O)CS(=O)(=O)c2ccc(OC)c(OC)c2)cc1 (stereo not given) | 2 | 6 | -2 | -14 | -16 | -5 | -0.8 | -6
CC(C)(C)c1cc(N/C=C/c2nnnn2-c2ccc(Cl)cc2)no1 | -1 | -2 | -2 | -28 | -7 | 5 | -0.3 | -7
Cc1ccc(CC(=O)c2ccc(Cl)cc2)cc1 | 5 | -1 | -5 | -24 | -8 | -4 | -0.4 | -6
COc1ccc(-c2nc3cc(C)c(C)cc3[nH]2)cc1 | 1 | -2 | -9 | -14 | 42 | -23 | -1.4 | -6
O=C(OCC1CCCN2CCCCC12)c1cc2ccccc2oc1=O (stereo not given) | 0 | 1 | 2 | -43 | 9 | -5 | -0.4 | -4

Among those listed so far, three have two or more sulfur atoms:
SMILES | PME-1 Maybridge | TLR4-MyD88 inh | luminol inh ctr | Nox1 inh | KOR antag MB | S1P1 ag | NOTCH ag | rat GALR2 ag
O=[N+]([O-])c1ccccc1SCc1csc2ccccc12 | 3 | -9 | -4 | 14 | -20 | 98* | -0.2 | -6
COC(=O)c1cc(S(=O)(=O)NCc2ccc(S(N)(=O)=O)cc2)oc1C | 2 | -1 | 2 | -34 | 16 | 1 | 0.2 | -4
O=C(O)c1sccc1S(=O)(=O)N1CCN(c2ncc(C(F)(F)F)cc2Cl)CC1 | 3 | -5 | -1 | -10 | 11 | -22 | -0.2 | -5

Back to the main list, repeating the 2 entries before the break.
SMILES | PME-1 Maybridge | TLR4-MyD88 inh | luminol inh ctr | Nox1 inh | KOR antag MB | S1P1 ag | NOTCH ag | rat GALR2 ag
COc1ccc(-c2nc3cc(C)c(C)cc3[nH]2)cc1 | 1 | -2 | -9 | -14 | 42 | -23 | -1.4 | -6
O=C(OCC1CCCN2CCCCC12)c1cc2ccccc2oc1=O (stereo not given) | 0 | 1 | 2 | -43 | 9 | -5 | -0.4 | -4
CC(C)(C)c1ccc(/C(N)=N/OC(=O)c2ccc3c(c2)CCO3)cc1 | -4 | 1 | -5 | 14 | 18 | 29 | -0.4 | -5
CC(C)(C)OC(=O)NCCN1C(=O)CC2(CCCC2)C1=O | -1 | -3 | 2 | -26 | -14 | -10 | 0.3 | -8
Cn1cnc([N+](=O)[O-])c1Sc1n[nH]c(=O)n1-c1ccccc1C(F)(F)F | 0 | 26 | 1 | 13 | -2 | 18 | -0.5 | -5
CCSc1nnc2nc3c4ccccc4c4ccccc4c3nn12 | 19 | -9 | -4 | -11 | 35 | -43 | 0.0 | 1
NS(=O)(=O)c1ccc(NNC(=O)c2cccs2)cc1 | 4 | -8 | -1 | 66 | 11 | -6 | 0.0 | -6
Cc1c(/C=N/OC(=O)c2ccccc2Cl)c(=O)n(-c2ccccc2)n1C | 8 | 1 | -7 | 5 | 16 | -2 | 0.1 | -1
O=c1[nH]nc(-c2ccc(F)cc2)c2ccccc12 | 5 | -5 | -4 | 7 | 0 | -8 | -0.3 | -3
C/C(Nc1ccccc1F)=C1/CCOC1=O | 2 | 5 | -3 | -38 | 3 | -5 | -0.2 | -5
Cc1onc(-c2ccccc2)c1NC(=O)N(CCC#N)Cc1cccs1 | 7 | -4 | -6 | -12 | -8 | 8 | -0.2 | -8
COc1cc(C2SCCS2)cc(Br)c1Oc1ncccc1[N+](=O)[O-] | 14 | 3 | 5 | -20 | -21 | 49 | -0.7 | -7
O=C(CSC1=NCCCCC1)c1cccc([N+](=O)[O-])c1 | -7 | -3 | 0 | -11 | 35 | -18 | -0.5 | -1
CN(C)CCCNc1sc(-c2ccccn2)c([N+](=O)[O-])c1[N+](=O)[O-] | 65* | -21 | 7 | -9 | 13 | 2 | -0.2 | -7
COC(=O)/C(=C/c1ccccc1)c1ccccc1 | 7 | -3 | -7 | 6 | 11 | 3 | -0.2 | -1
CCOC(=O)C(O)(c1ccc(NC(=O)Nc2ccc(Cl)cc2)cc1)C(F)(F)F (stereo not given) | -90 | . | 4 | -34 | 2 | 31 | -0.2 | -6
COc1cccc(CC(=O)NNC(=O)NC(=O)c2ccccc2Cl)c1 | -1 | 6 | -2 | -68 | 11 | -16 | . | -8
COc1cc(/C=C/C(=O)NCc2ccc3c(c2)OCO3)cc(OC)c1OC | 8 | -7 | 1 | -2 | 9 | -23 | -0.9 | -4
CSc1sc(C#N)c(C)c1C(=O)/C=C/N(C)C | 3 | 0 | 1 | -34 | 4 | -5 | -0.6 | -5
Cc1ccc(CC(=O)c2cccnc2)cc1 | 5 | 4 | -8 | 14 | 25 | -4 | 0.2 | 0
NC(N)=NCCCC(NC(=O)c1ccccc1)C(=O)Nc1ccc([N+](=O)[O-])cc1 (stereo not given) | 3 | 15 | 2 | -78 | 24 | 3 | -0.7 | -5
N#CCCN(CC1CCCO1)C(=S)NC1CC2C=CC1C2 (stereo not given) | 6 | 6 | -4 | 33 | 16 | 8 | 0.1 | -3

6 compounds from above, limited to NOTCH ag.
Structure	NOTCH ag
O=c1[nH]nc(-c2ccc(F)cc2)c2ccccc12	-0.3
CSc1sc(C#N)c(C)c1C(=O)/C=C/N(C)C	-0.6
CCOC(=O)C(O)(c1ccc(NC(=O)Nc2ccc(Cl)cc2)cc1)C(F)(F)F (stereo not given)	-0.2
CC(C)(C)c1ccc(/C(N)=N/OC(=O)c2ccc3c(c2)CCO3)cc1	-0.4
N#CCCN(CC1CCCO1)C(=S)NC1CC2C=CC1C2 (stereo not given)	0.1
CC(C)(C)OC(=O)NCCN1C(=O)CC2(CCCC2)C1=O	0.3
